Screening data deposited in PubChem by National Center for Advancing Translational Sciences (NCATS).
LmPK inhibitor: blocks Leishmania mexicana pyruvate kinase activity | Q27686 | purified LmPK, Kinase-Glo ATP luminescence, 1 h | Potency, µM (doses to about 57.5 µM), without a hit: at the top dose activity change, negative = inhibition, usual class: inhibitors | actives 0.37% (n = 290,000) | AID 1721; note: potency is the fitted concentration of half-maximal effect
Target sequence (Q27686 whole entry, looked up): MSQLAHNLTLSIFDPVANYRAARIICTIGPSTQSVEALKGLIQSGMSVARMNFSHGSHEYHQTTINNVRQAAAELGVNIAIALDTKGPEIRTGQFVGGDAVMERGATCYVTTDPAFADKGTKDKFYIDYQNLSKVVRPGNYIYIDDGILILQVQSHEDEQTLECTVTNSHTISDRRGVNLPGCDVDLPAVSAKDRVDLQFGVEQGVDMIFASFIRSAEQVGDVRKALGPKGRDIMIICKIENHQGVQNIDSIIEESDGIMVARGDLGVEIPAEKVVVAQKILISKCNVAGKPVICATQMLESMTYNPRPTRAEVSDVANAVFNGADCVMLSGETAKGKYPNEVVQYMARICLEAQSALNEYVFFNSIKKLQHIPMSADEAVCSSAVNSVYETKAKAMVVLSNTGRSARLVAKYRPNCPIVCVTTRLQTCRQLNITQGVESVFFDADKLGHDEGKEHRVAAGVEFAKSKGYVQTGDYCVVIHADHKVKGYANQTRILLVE
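0.1 nM LmPK, 0.5 mM PEP, 0.1 mM ADP; 50 mM imidazole pH 7.2, 7 mM MgCl2, 50 mM KCl; 1 h RT. Kinase-Glo luminescence readout, normalized to no-enzyme (full inhibition) and uninhibited wells.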
AmpC no deterg: inhibitors of E. coli AmpC beta-lactamase without detergent | P00811 | AmpC nitrocefin hydrolysis, absorbance 480 nm, 0.0001% Triton | Potency, µM (highest dose often 57.1 µM), inactives show top-dose activity change, negative = inhibition, hits mostly inhibitors | actives 0.52% (n = 330,000);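 note: potency is the fitted concentration of half-maximal effect; plate controls were no compound for no effect and no enzyme for full effect; nearly all actives have a fitted effect of over 20% in size; some results filed as inactive show a strong effect at the top dose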
Target sequence (P00811 whole entry, looked up): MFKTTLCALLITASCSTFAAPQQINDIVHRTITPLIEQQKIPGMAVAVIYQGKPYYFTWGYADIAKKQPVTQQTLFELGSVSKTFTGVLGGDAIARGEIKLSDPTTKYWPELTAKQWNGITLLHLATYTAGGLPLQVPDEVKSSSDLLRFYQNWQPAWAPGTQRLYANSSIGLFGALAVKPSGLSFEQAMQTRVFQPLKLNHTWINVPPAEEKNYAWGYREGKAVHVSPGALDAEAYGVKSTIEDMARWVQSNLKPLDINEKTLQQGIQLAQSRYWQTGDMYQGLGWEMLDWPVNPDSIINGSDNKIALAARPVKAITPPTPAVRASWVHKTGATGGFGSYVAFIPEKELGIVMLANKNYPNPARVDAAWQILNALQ
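20 mM phosphate pH 7.0 + 0.01% (detergent screen) or 0.0001% Triton X-100; 5.3 nM AmpC reagent; cpd preinc 15 min RT; nitrocefin (800 uM stock) to start; A480 q20 s × 4 min; Activity was normalised to no-enzyme and no-compound control wells.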
HCMV inh: human cytomegalovirus inhibition. HFF cells, HCMV-luciferase reporter, 72 h; hits give low values. activity change, negative = inhibition, % at 57.5 µM. actives 4.5% (n = 410,000); in the data active = activity change below about -60%; inconclusive = no clear call, values can overlap the other calls; inactive = above about -39%
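Cell-based, HFFs, 1000 cells/well, 16 h 37C; cpds in DMSO + HCMV-luc, MOI 1 PFU/cell; 72 h 37C; OneGlo luminescence after 5 min RT; norm. to buffer vs Salinomycin 10uM.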
AMA1-RON2 inh: disrupts binding of P. falciparum AMA1 to RON2. AlphaScreen AMA1-biotinylated RON2 peptide binding. Potency, µM (series often up to 58.2 µM), for inactives: top-dose activity change, negative = inhibition, actives largely listed as inhibitors. actives 0.2% (n = 360,000). AID 720542;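 note: potency is the fitted concentration of half-maximal effect; 0% = vehicle wells and -100% = peptide control; nearly all actives have a fitted effect of over 45% in size; some results filed as inactive show a strong effect at the top dose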
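AMA1 (3D7) with his tag at 25 nM final met compounds first, then biotinylated RON2 peptide at 25 nM; detection used donor plus acceptor beads, 10 µg/mL apiece, read by AlphaScreen after 30 min at room temperature.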
Tb PYK inh: T. brucei pyruvate kinase inhibition. actives 0.12% (n = 410,000). TbPYK enzyme, Kinase-Glo Plus ATP luminescence, 45 min. Q57TT1. AID 624173. Potency, µM (highest dose often 76.8 µM), for the others: at the top dose activity, negative = inhibition, usual class: inhibitors; note: potency is the fitted concentration of half-maximal effect; nearly all actives have a fitted effect of over 50% in size
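Screened from lowest to highest concentration, compounds were pinned into TbPYK/substrate mixtures, and ADP (130 uM final) was added. Plates sat at room temperature for 45 min prior to Kinase-Glo Plus detection by luminescence.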
HCV inh: blocks hepatitis C virus | actives 3.4% (n = 340,000) | Potency, µM (doses to about 41.8 µM), inactives show at the highest dose activity change, negative = inhibition, hits mostly inhibitors | Huh7.5.1 HCVcc-Cre infection, luciferase reporter, 44 h; note: potency is the fitted concentration of half-maximal effect
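A cell-based infection assay in which seeded cells (1,000 per well) receive test compound after 4 h, are inoculated with HCVcc-Cre at approximately 0.5 moi, and are incubated 44 h before luminescence detection.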
AmpC inh detg: blocks E. coli AmpC beta-lactamase in detergent assay; P00811; AmpC hydrolysis of nitrocefin, absorbance 480 nm, 0.01% Triton; actives 0.041% (n = 370,000); AID 485294; Potency, µM (doses to about 114 µM), without a hit: at the highest dose activity change, negative = inhibition, usual class: inhibitors;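 note: potency is the fitted concentration of half-maximal effect; 0% = no-compound wells and -100% = no-enzyme wells; nearly all actives have a fitted effect of over 25% in size; some results filed as inactive show a strong effect at the top dose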
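20 mM phosphate pH 7.0 + 0.01% (detergent screen) or 0.0001% Triton X-100; 5.3 nM AmpC reagent; cpd preinc 15 min RT; nitrocefin (800 uM stock) to start; A480 q20 s × 4 min; Activity was normalised to no-enzyme and no-compound control wells.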
An asterisk follows results filed as active; u = inconclusive; x = no result given; [ ] = dose if it differs, or a comment. Unless noted, calls come from the whole dose curve; as a rule, active = well fitted curve in the direction sought with a large enough effect; inconclusive = small, poorly fitted or top-dose-only effect, or another doubt; inactive = no such curve, though single readings can be large; an effect the other way counts as inactive or inconclusive. Unless noted, % is set by controls: 0 for no effect and ±100 for the full control effect.

SMILES | LmPK inhibitor | AmpC no deterg | HCMV inh | AMA1-RON2 inh | Tb PYK inh | HCV inh | AmpC inh detg
Cc1cc(C)n2nc(N)nc2n1 | x | x | -37.3 | 8.9% | 1.7% | 38.2%[activator] | x
COc1cccc(C2C([N+](=O)[O-])=C(N)Oc3c2c(=O)oc2ccccc32)c1 (stereo not drawn) | 9.8% | -36.1% | 57.8 | -4.7% | -0.8% | 17.7% | -0.9%
Cc1cnnn1-c1ccc(C(=O)CCl)cc1 | -3.6% | 1.4% | 15.2 | -17.6% | -14.7% | 16.6% | -10.4%
CCCCn1nnnc1SCC(=O)NC1CCCCC1 | -5.3% | -0.7% | -98.9* | -8.2% | 7.3% | 9.2% | 3.4%
O=C(NCc1ccncc1)/C(=C/c1cccc([N+](=O)[O-])c1)NC(=O)c1ccccc1 | -0.9% | -17.1% | -7.9 | -7.7% | -5.2% | 8.3% | 9.0%
CC1CN(C(=O)CCc2ccccc2)C(C)CN1C(=O)CCc1ccccc1 (stereo not drawn) | -1.7% | 93.9%[activator] | 15.8 | -4.1% | -6.3% | 6.5% | -2.4%
Cc1nc(NC(=O)CSc2nncs2)c(Cl)cc1Cl | -14.0% | -20.1% | -8.0 | 13.6% | 6.8% | -2.2% | 7.8%
CCC(C)[C@H](NC(=O)NCc1ccc(S(N)(=O)=O)cc1)C(=O)OC (stereo partly drawn) | 0.9% | -23.5% | -5.8 | 6.6% | -1.1% | 27.9% | u
O=C(CSc1nc2ccccc2c(=O)n1CCCN1CCOCC1)NCCc1ccccc1 | x | 162.6%[activator] | -16.9 | 3.1% | -0.4% | 7.8% | x
CC1(C)OC(=O)N(c2ccccc2)C12C=Cc1c(ccc3ccccc13)O2 (stereo not drawn) | 0.9% | -19.4% | -15.0 | -3.2% | 0.2% | -29.2% | 0.3%
CNC(=O)Nc1cccc(C(F)(F)F)c1 | 2.8% | -6.1% | -20.8 | -12.1% | 0.5% | -0.4% | -14.0%
O=C(NC1CCCCC1)c1cccc2c1C(=O)c1ccc(N3CCCC3)cc1S2(=O)=O | x | -20.1% | -37.4 | 7.9% | 1.6% | 1.9% | x
Cc1cccc(C)c1NC(=S)NC(=O)c1cccc(Cl)c1 | x | x | -14.6 | 70.7%[activator] | -0.2% | x | x
COc1cc(NC(=O)Cc2cccs2)cc(OC)c1 | 1.6% | -26.9% | 25.4 | 0.0% | u | u | -16.4%
COC(=O)c1cc(Br)c(=O)n(CCN2CCCC2)c1 | 0.7% | -19.4% | -89.9* | -5.4% | 3.5% | 0.6% | u

Some values from the results shown:
Entry for O=C(CSc1nc2ccccc2c(=O)n1CCCN1CCOCC1)NCCc1ccccc1 in Tb PYK inh: -0.4%
Entry for CCCCn1nnnc1SCC(=O)NC1CCCCC1 in AmpC no deterg: -0.7%

Returning to the listing, repeating the 2 entries before the break.
SMILES | LmPK inhibitor | AmpC no deterg | HCMV inh | AMA1-RON2 inh | Tb PYK inh | HCV inh | AmpC inh detg
COc1cc(NC(=O)Cc2cccs2)cc(OC)c1 | 1.6% | -26.9% | 25.4 | 0.0% | u | u | -16.4%
COC(=O)c1cc(Br)c(=O)n(CCN2CCCC2)c1 | 0.7% | -19.4% | -89.9* | -5.4% | 3.5% | 0.6% | u
O=C(NN=Cc1ccccc1Cl)c1cccc2ccccc12 | x | x | 9.6 | 17.1% | 1.1% | 1.5% | x
O=C(Nc1nnc(-c2ccco2)o1)c1ccc(Cl)cc1 | -13.5% | -8.5% | -8.5 | 72.0%[activator] | 1.6% | u | -4.0%
COc1cc(/C=N/NC(=O)C(=O)NCc2cccnc2)cc(OC)c1OC | -2.9% | -13.7% | -14.6 | 0.4% | 5.4% | 9.3% | u
Nc1ccc(-n2nc(C(F)(F)F)cc2C(F)(F)F)cc1 | 0.0% | -3.1% | 28.1 | 4.5% | 3.6% | 1.6% | -4.6%
CCN(C(=O)c1c([N+](=O)[O-])cnn1C)c1ccccc1 | x | x | -10.3 | -5.1% | 3.0% | x | x
CCOc1ccc(S(=O)(=O)NCCC(=O)NCC(c2cccs2)N(C)C)cc1 (stereo not drawn) | x | -30.7% | -10.1 | 44.4%[activator] | 2.4% | -16.2% | -10.7%
COCc1nnc(NC(=O)c2ccccc2[N+](=O)[O-])s1 | -4.9% | -21.4% | 24.5 | 21.1% | -8.1% | 17.4% | -2.6%
CC(C)OCC(O)CN1CCN(CCN2C(=O)c3cccc4cccc(c34)C2=O)CC1 (stereo not drawn) | -2.0% | 10.3% | -30.2 | -5.0% | 2.0% | u | u
O=C(Cn1cnc2ccccc2c1=O)OCC(=O)c1ccc2c(c1)OCCO2 | 4.7% | -19.1% | 44.3 | 2.4% | 0.7% | 3.4% | -13.3%
CC(C)(C)NC(=O)COc1coc(CN2CCN(Cc3ccccc3)CC2)cc1=O | -9.2% | 1.2% | -29.3 | 9.8% | -3.0% | -1.0% | -8.3%
COC(=O)c1cccc(NS(=O)(=O)c2ccc(NC(C)=O)cc2)c1C | -0.8% | -24.0% | -19.8 | 1.3% | x | 4.6% | -4.6%
Cc1cc(C)c(C(=O)NCC2CCCO2)c(C)c1C(=O)NCC1CCCO1 (stereo not drawn) | 1.2% | -8.9% | 18.9 | -0.5% | 0.0% | 23.7% | -0.4%
CCOC(=O)c1nn(-c2ccc(F)cc2)c2nc(CC(C)C)c(C#N)c(=O)n12 | 6.2% | -6.6% | -23.8 | 13.5% | 7.3% | 8.5% | -13.7%
C[C@H]1CN([C@@H](C)CO)C(=O)CCCn2cc(nn2)CO[C@@H]1CN(C)C(=O)OCc1ccccc1 | x | x | 5.9 | 17.6% | -13.4% | x | x
C=CCSc1nc(C)c(CCCC)c(=O)[nH]1 | -2.6% | -24.7% | 7.5 | -15.4% | -8.8% | 17.0% | 3.5%
c1ccc2c(-c3ccc(OCCN4CCCCC4)cc3)c(-c3ccsc3)sc2c1 | x | 0.2% | -23.3 | u | 0.1% | u | x
O=C(Nc1nc2ccccc2[nH]1)c1cccc(F)c1 | -11.8% | -24.9% | -7.3 | 23.9% | 5.2% | -5.1% | 5.7%
O=C1C2CC=C(Cl)CC2C(=O)N1CC1OCCc2ccccc21 (stereo not drawn) | 2.6% | -1.5% | -17.0 | -7.6% | -0.8% | -5.3% | -2.6%
COc1cccc(NC(=O)CNC(=O)c2cccs2)c1 | -0.8% | -21.1% | 20.5 | -11.5% | 0.2% | 3.5% | u
N=c1c(C(=O)NCC2CCCO2)cc2c(=O)n3ccccc3nc2n1Cc1ccc(F)cc1 (stereo not drawn) | 10.2% | 28.3% | -0.5 | 14.9% | 2.3% | u | -4.1%
O=C(O)C1CCC(Cn2c(SCc3cc(=O)n4cc(Cl)ccc4n3)nc3ccsc3c2=O)CC1 (stereo not drawn) | 1.0% | -19.1% | 19.6 | -1.1% | 5.1% | 13.5% | -12.6%
COc1cccc(C(=O)Nc2ccc(C(=O)O)cc2)c1 | u | -23.5% | 37.9 | -12.9% | -27.9% | 21.4% | -2.1%
Cc1ccc(CNC(=O)COC(=O)CSc2cc(C)c(Br)cc2C)cc1 | -0.6% | -18.3% | -17.8 | 6.8% | 3.2% | 29.6% | -10.4%
CCCc1cc(=O)[nH]c(SCC(=O)N(C)CC(=O)Nc2ccccc2CC)n1 | 1.1% | -22.1% | 10.8 | -10.3% | -15.7% | 6.1% | -6.7%
COC(=O)/C=C(\C)NC(=O)c1ccc(F)cc1 | 5.5% | 5.8% | -26.2 | -22.2% | 0.4% | -5.8% | -10.2%
CCOc1ccc(NC(=O)CC2C(=O)N(c3ccccc3)C(=O)N2Cc2ccccn2)cc1 (stereo not drawn) | -1.8% | 27.1% | 4.2 | 0.0% | -1.5% | 4.1% | -1.9%
CC1(C)Oc2ccc3ccc(=O)oc3c2[C@@H](O)[C@H]1O | x | -2.3% | -23.7 | 11.1% | 0.5% | 3.16µM* | 2.7%
CCCCCCN1C[C@H](n2cc(C3CC3)nn2)[C@@H](O)C[C@@H]1c1ccc(OC)cc1 | x | x | -6.7 | 0.8% | -0.2% | x | x
Cc1nn(C)c2c1c(-c1ccccc1)cc(=O)n2CC(=O)NC(C)(C)C | x | x | -2.7 | x | 1.4% | x | -0.2%
COc1ccc(NC(=O)c2sc3nc[nH]c(=O)c3c2C)cc1 | x | x | 52.3 | x | 10.7% | x | -4.9%

Single records, from the list above. Order of screens: LmPK inhibitor | AmpC no deterg | HCMV inh | AMA1-RON2 inh | Tb PYK inh | HCV inh | AmpC inh detg
N=c1c(C(=O)NCC2CCCO2)cc2c(=O)n3ccccc3nc2n1Cc1ccc(F)cc1 (stereo not drawn) across the screens: 10.2% | 28.3% | -0.5 | 14.9% | 2.3% | u | -4.1%
O=C(Nc1nc2ccccc2[nH]1)c1cccc(F)c1 across the screens: -11.8% | -24.9% | -7.3 | 23.9% | 5.2% | -5.1% | 5.7%
c1ccc2c(-c3ccc(OCCN4CCCCC4)cc3)c(-c3ccsc3)sc2c1 across the screens: x | 0.2% | -23.3 | u | 0.1% | u | x

Later entries
SMILES | LmPK inhibitor | AmpC no deterg | HCMV inh | AMA1-RON2 inh | Tb PYK inh | HCV inh | AmpC inh detg
COc1ccc(C(C(=O)NC(C)(C)C)N(Cc2ccccc2)C(=O)CCC(=O)Nc2cc(C)on2)cc1 (stereo not drawn) | 1.0% | 89.0%[activator] | -64.3* | 2.6% | 7.7% | -13.8% | 4.7%
Cc1cc(COc2ccccc2)oc1C(=O)O | 20.7% | -9.9% | 0.3 | -3.6% | -9.4% | 1.7% | -12.3%
CSc1ccccc1OCc1cc(C(=O)NC(C)CCn2cccn2)no1 (stereo not drawn) | 3.4% | 59.6% | 10.1 | -3.8% | 1.1% | x | -6.9%
COc1cccc(CNS(=O)(=O)c2c(C)nc3sccn3c2=O)c1 | -4.2% | -14.9% | 4.2 | -0.2% | -3.1% | 7.3% | u
CC(=O)n1cc([C@H]2C=C(C(=O)N3CCN(Cc4ccccc4)CC3)O[C@@H](OCCCCO)C2)c2ccccc21 | -4.0% | 182.6%[activator] | x | -8.9% | -3.3% | 9.7% | 8.4%
COc1cccc(NC(=O)NCCCCc2ccccc2)c1 | -1.9% | -34.7% | 33.2 | 1.3% | 4.9% | -12.5% | 5.2%
CN(CC1CCN(CCc2cccc(C(F)(F)F)c2)CC1)C(=O)c1ccc(F)cc1 | -4.9% | 57.8% | 10.5 | -8.8% | 0.1% | -18.6% | 1.9%

Not a hit list. Share with any hit: about 7.5%.
